Myeloid diff MLP – promotes myeloid progenitor differentiation | ER-HoxA9 myeloid progenitors, lysozyme-GFP differentiation, flow cytometry | calls only at 10 µM | actives 1% (n = 360,000) | AID 624256;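 active = normalized GFP-positive differentiation at or above the plate's own cutoff, the solvent-only control mean plus 3 SD; inconclusive = no clear call, values can overlap the other calls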;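 also: cells exposed to compound for four days before flow analysis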
Myeloid diff MLP GFP+ MAC1+ % – second read-out of Myeloid diff MLP, no call of its own (marks repeat the call); GFP+ MAC1+ double positive, %; measured here: differentiation confirmed by MAC1 staining
An asterisk follows results filed as active; i = inactive; u = inconclusive; x = not tested or not shown; + = active, no number. Some of the compounds tested (hit frequency here may not be typical).

SMILES	Myeloid diff MLP	Myeloid diff MLP GFP+ MAC1+ %
COc1cc(OC)cc(C(=O)NNC(=O)CN2C(=O)NC(C)(c3ccccc3)C2=O)c1 (configuration not stated)	i	1.2
C[C@@H]1CN([C@@H](C)CO)S(=O)(=O)c2ccc(Br)cc2O[C@@H]1CN(C)C(=O)c1ccccn1	i	0.5
O=c1c2ccccc2nnn1CCc1ccccc1	i	0.7
COCCn1c(C)cc(C(=O)COC(=O)/C=C/c2c(C)nn(C3CCS(=O)(=O)C3)c2Cl)c1C (configuration not stated)	i	1.1
CN(CC(=O)Nc1ccccc1C(F)(F)F)C(=O)c1ccc(N2C(=O)CCC2=O)cc1	i	1.0
O=C(Nc1ccc(Cl)c(C(F)(F)F)c1)C1Cc2c(-c3ccccc3)ccnc2O1 (configuration not stated)	i	0.1
C[C@@H](c1ccccc1)N1C[C@H](COCc2ccccc2)Oc2cc(N3CCC[C@H]3C(N)=O)ccc2S1(=O)=O	i	0.7
O=C(NCC(c1ccco1)N1CCc2ccccc2C1)C(=O)Nc1ccccc1F (configuration not stated)	i	1.0
COc1ccc2c(c1)CCO[C@]21O[C@H](CCO)C[C@H](O)[C@H]1O	i	1.4
C(=NN1CCCCCC1)c1ccc2ccccc2n1	i	1.7
CC(NC(=O)c1cccc(F)c1)C1CC2CCC1C2 (configuration not stated)	i	0.3
CCOc1ncccc1C(=O)OCC(=O)Nc1cccc(S(=O)(=O)N2CCCCCC2)c1	i	1.6
CCOC(=O)C1CCCN(C(=O)c2cc(S(=O)(=O)N(C)C)ccc2N2CCCC2)C1 (configuration not stated)	i	0.5
CC1(C(=O)NS(=O)(=O)C2CC2)CCCN(C(=O)/C=C/c2ccccc2)C1 (configuration not stated)	i	0.0
CCOc1ccc(CCNC(=O)COC(=O)c2cccc(S(=O)(=O)N3CCCC3)c2)cc1OCC	i	0.8
CC(=O)c1nccs1	i	3.2
CC(/C=C/C1[C@H](C)C[C@H](O[C@@H]2O[C@H](CO)[C@@H](O)[C@H](O)[C@H]2O)CC1(C)C)O[C@H]1O[C@H](CO)[C@@H](O)[C@H](O)[C@H]1O (some centres not stated)	i	0.8
COc1ccc(CCN(C)S(=O)(=O)c2cn(C)c(=O)n(C)c2=O)cc1OC	i	0.4
Cc1cc(C)cc(CC(=O)N2CCC2(C)C(=O)NS(=O)(=O)c2cc(C)ccc2F)c1 (configuration not stated)	i	1.9
COc1ccc(C(=O)N[C@H](C(=O)OCn2nnc3ccccc3c2=O)C(C)C)cc1	i	0.4
Cc1ccc(COC(=O)c2cc(S(=O)(=O)N3CCCCC3)ccc2N2CCOCC2)cc1	i	2.0
O=C(Nc1ccc2c(c1)OCCO2)C1c2ccccc2OCC(=O)N1Cc1ccccc1 (configuration not stated)	i	0.8
CC(=NNC(=O)c1ccccc1N)c1ccccc1O	i	4.6
CCN1C[C@@H]2[C@@H]3C(=O)N(Cc4ccccc4)C(=O)[C@@H]3[C@](CC)(C(=O)OC)N2C1=NCc1ccccc1	i	0.5
Cn1cc(-c2csc(C(O)c3ccc(F)cc3)n2)cn1 (configuration not stated)	i	0.3
Cc1cccc(S(=O)(=O)N2CCn3cccc3C2C)c1 (configuration not stated)	i	0.5
CC(=NN1CC(=O)NC1=O)c1ccc([N+](=O)[O-])o1	i	2.2
COc1ccc2c(c1)sc(=NC(=O)CS(=O)(=O)c1ccc(F)cc1)n2C	i	0.2
COc1cc(NC(=O)CSC(=S)N2CCCC2)c(OC)cc1Cl	i	1.0
CCN(CC)C(=O)c1csc([C@@H]2O[C@H](CO)[C@H](O)[C@H](O)[C@H]2O)n1	i	0.5
CN(CC(=O)Nc1ccc(Cl)c(C(F)(F)F)c1)C(=O)Cn1cc([N+](=O)[O-])ccc1=O	i	1.5
CCOC(=O)[C@]12CCCC=C1N(CCc1ccc(OC)c(OC)c1)C(=O)[C@H](CC(=O)N1CCSCC1)C2	i	3.2
Cc1cc(NC(=O)CSc2nc(C)c(C)n2CC(C)C)no1	i	1.1
O=C(NCc1cccnc1)c1csc([C@H]2C[C@H](O)[C@@H](CO)O2)n1	i	1.5
Nc1ncnc2c1ncn2[C@@H]1O[C@H](C(=O)N2CCN(Cc3ccccn3)CC2)[C@@H](O)[C@H]1O	i	1.9
NC(=O)c1ccccc1OCC(=O)N1CCCC1c1ccc2c(c1)OCCCO2 (configuration not stated)	i	0.1
CSc1ccc(CN2C(=O)C(C)ON=C2c2ccccc2F)cc1 (configuration not stated)	i	3.3
CCOC(=O)Nc1ccc(S(=O)(=O)Nc2onc(C)c2C)cc1	i	0.1
O=C(COC(=O)c1cccc(Cl)c1)NC1CCCCCCC1	i	0.7
Cc1cccc(NS(=O)(=O)c2ccc(C)c(C(=O)NCC(c3cccs3)N(C)C)c2)c1 (configuration not stated)	i	1.3
COc1ccc(C(C#N)=Cc2cccc(OC)c2OC)cc1	u	x
O=C(OCC(=O)N1CCN(c2ccccc2)CC1)c1ccccc1OC(F)F	i	0.8
O=C(COC(=O)C1CCCCC1)NCc1ccc(Cl)cc1	i	0.2
CC1Nc2ncnc(N3CCOCC3)c2N(Cc2ccc(Cl)cc2)C1=O (configuration not stated)	i	0.7
COC(=O)C1=C(O)/C(=C/c2ccc(OCC(=O)Nc3ccc(OC)cc3)cc2)N=C1C	i	0.3
CC1(C(=O)NCc2ccccc2)Cc2c(-c3ccccc3)ccnc2O1 (configuration not stated)	u	x
O=C(CN1C(=O)NC2(CCCCCC2)C1=O)Nc1ccc(Cl)cc1Cl	i	0.2
O=C(CN1C(=O)NC2(CCCCC2)C1=O)NNC(=O)C1CC1	i	0.2
C=CCn1c(SCC(=O)N(C)CC(=O)Nc2ccc(C)cc2)nnc1-c1ccncc1	i	1.0
CN(C)S(=O)(=O)c1ccc2oc(SCC(=O)c3c(N)n(C4CC4)c(=O)[nH]c3=O)nc2c1	i	1.0
The listing continues.
SMILES	Myeloid diff MLP	Myeloid diff MLP GFP+ MAC1+ %
Cc1cc(C)c(NC(=O)CN2CCN(S(=O)(=O)c3ccc4c(c3)OCCO4)CC2)c(C)c1	i	0.6
Cc1ccc(S(=O)(=O)N2CCC(C(=O)Nc3ccc(C(C)C)cc3)CC2)cc1	i	1.9
O=C(Nc1ccccc1C(=O)NC1CC1)c1ccccc1F	i	0.2
O=C1CCCCC(=O)[C@H](O)C[C@H](c2ccccc2)O1	i	0.7
CCCC(C(=O)Nc1ccc(S(=O)(=O)N2CCOCC2)cc1)c1ccccc1 (configuration not stated)	i	0.2
COc1ccc(CNC(=O)c2ccc(S(=O)(=O)N3CCOCC3)cc2)cc1	i	1.4
CCN(CC(=O)Nc1cc(Cl)ccc1C)C(=O)CC1CCCC1	i	0.3
NC(=S)NN=CCn1cc([N+](=O)[O-])c(=O)[nH]c1=O	i	1.1
CSCCC(NS(=O)(=O)c1ccc(C)cc1)C(=O)N1CC=C(c2ccccc2)CC1 (configuration not stated)	i	0.9
Nc1c(Cl)cc(-c2cn(CCC(=O)O)c(-c3ccncc3)n2)cc1Cl	i	1.3
O=C(C[C@@H]1CC[C@@H]2[C@H](COC[C@H](O)CN2C(=O)Nc2ccc(F)cc2)O1)NCCc1ccncc1	i	1.2
Cc1nc(C)c(C(=O)OCC(=O)Nc2ccccc2SCC#N)s1	+	7.7*
Cc1csc(NC(=O)CSCc2c(C)noc2C)n1	i	0.8
CC(=O)C(C(c1ccccc1)N1CCCc2ccccc21)N1CCOCC1 (configuration not stated)	i	1.0
COc1ccc(S(N)(=O)=O)cc1C(=O)OCC(=O)N1c2ccccc2NC(=O)C1(C)C	i	0.8
CC(=O)n1c(-c2ccccc2)c(-c2ccccc2)n(C)c1=O	i	0.3
Cc1ccc(Nc2nnc(SCC(O)=C(C#N)c3nc4ccccc4[nH]3)s2)c(C)c1	i	2.5
COc1ccc(NC(=O)c2cc(-c3cc(F)ccc3OCC3CCCO3)n[nH]2)c(C)c1 (configuration not stated)	i	0.5
COc1cccc(-n2c(SCC(=O)NC3CCS(=O)(=O)C3)nc3ccccc3c2=O)c1 (configuration not stated)	i	2.2
CCC(Oc1ccccc1)C(=O)OCC(=O)Nc1c(C)nn(-c2ccccc2)c1C (configuration not stated)	i	1.3
O=C1CCC(C(=O)Nc2cccc(S(=O)(=O)Nc3ccccc3F)c2)=NN1	i	0.8
O=C(CNc1cccc(S(=O)(=O)N2CCOCC2)c1)Nc1cccc(Br)c1	i	0.6
COc1ccc(S(=O)(=O)N2CCOCC2)cc1NC(=O)CCOc1ccc(C(C)(C)C)cc1	i	0.3
CS(=O)(=O)c1ccc(C(=O)Nc2cc(-c3ccccc3)nn2-c2ccccc2)cc1	i	3.9
COc1cccc(OC)c1C(=O)NCCNc1nc2cc(C)cc(C)c2cc1C#N	i	3.7
O=C(COc1ccc(Cl)cc1)NNC(=O)c1ccc(=O)[nH]c1	i	0.1
COc1ccccc1C(NC(=O)C1CCN(CCc2ccc(Br)cc2)CC1)c1ccccn1 (configuration not stated)	i	1.1
COc1ccc(NS(=O)(=O)c2cccc(C(=O)N3CCOCC3)c2)cc1	i	0.8
Cc1cccc(-c2nn(-c3ccccc3)cc2C(=O)N2CCN(C3CCS(=O)(=O)C3)CC2)c1 (configuration not stated)	i	1.7
COc1cc(S(=O)(=O)Nc2ccccc2C(=O)N2CCCC2)ccc1NC(C)=O	i	0.7
CSCCC(NC(=O)COc1ccccc1)C(=O)OCc1ccc(Cl)cc1 (configuration not stated)	i	1.1
CC(C(=O)NCC(=O)Nc1ccc(F)c(F)c1F)N1CCN(Cc2ccc(C#N)cc2)CC1 (configuration not stated)	i	0.7
CC1CN(C(=O)c2ccc(-c3ccccc3Cl)o2)CC(C)O1 (configuration not stated)	i	0.5
COc1cccc(CN(C)C(=O)CSC(C)C(=O)Nc2cc(C)on2)c1OC (configuration not stated)	i	0.9
CCc1nc2c(OCc3c(C)noc3C)cccn2c1N(C=O)Cc1ccc(OC)cc1	i	1.2
NC(=O)c1c(NC(=O)CN2CCN(S(=O)(=O)c3ccccc3)CC2)sc2c1CCC2	i	0.9
CCN(C[C@H]1N[C@@](CC)(C(=O)OC)[C@H]2C(=O)N(Cc3ccccc3)C(=O)[C@@H]12)S(=O)(=O)c1ccc(C(F)(F)F)cc1	i	0.7
CC(OC(=O)Cc1ccc(Cl)cc1)C(=O)NC1CCCCC1C (configuration not stated)	i	1.1
COc1cccc(CC(=O)OCC(=O)NC(C)c2ccc(F)cc2)c1 (configuration not stated)	i	1.2
CCOc1ccc(NC(=O)CN(C)C(=O)c2c(C)noc2C)cc1OCC	i	0.2

A draw from above in order of molecular weight, rising.
SMILES	Myeloid diff MLP	Myeloid diff MLP GFP+ MAC1+ %
CC1CN(C(=O)c2ccc(-c3ccccc3Cl)o2)CC(C)O1 (configuration not stated)	i	0.5
O=C(COc1ccc(Cl)cc1)NNC(=O)c1ccc(=O)[nH]c1	i	0.1
CC(OC(=O)Cc1ccc(Cl)cc1)C(=O)NC1CCCCC1C (configuration not stated)	i	1.1
COc1cccc(CC(=O)OCC(=O)NC(C)c2ccc(F)cc2)c1 (configuration not stated)	i	1.2
CCOc1ccc(NC(=O)CN(C)C(=O)c2c(C)noc2C)cc1OCC	i	0.2
COc1ccc(NS(=O)(=O)c2cccc(C(=O)N3CCOCC3)c2)cc1	i	0.8
O=C1CCC(C(=O)Nc2cccc(S(=O)(=O)Nc3ccccc3F)c2)=NN1	i	0.8
COc1cccc(OC)c1C(=O)NCCNc1nc2cc(C)cc(C)c2cc1C#N	i	3.7
COc1cccc(CN(C)C(=O)CSC(C)C(=O)Nc2cc(C)on2)c1OC (configuration not stated)	i	0.9
CSCCC(NC(=O)COc1ccccc1)C(=O)OCc1ccc(Cl)cc1 (configuration not stated)	i	1.1
CS(=O)(=O)c1ccc(C(=O)Nc2cc(-c3ccccc3)nn2-c2ccccc2)cc1	i	3.9
NC(=O)c1c(NC(=O)CN2CCN(S(=O)(=O)c3ccccc3)CC2)sc2c1CCC2	i	0.9
O=C(CNc1cccc(S(=O)(=O)N2CCOCC2)c1)Nc1cccc(Br)c1	i	0.6
CC(C(=O)NCC(=O)Nc1ccc(F)c(F)c1F)N1CCN(Cc2ccc(C#N)cc2)CC1 (configuration not stated)	i	0.7
Cc1cccc(-c2nn(-c3ccccc3)cc2C(=O)N2CCN(C3CCS(=O)(=O)C3)CC2)c1 (configuration not stated)	i	1.7
COc1ccc(S(=O)(=O)N2CCOCC2)cc1NC(=O)CCOc1ccc(C(C)(C)C)cc1	i	0.3
COc1ccccc1C(NC(=O)C1CCN(CCc2ccc(Br)cc2)CC1)c1ccccn1 (configuration not stated)	i	1.1
CCN(C[C@H]1N[C@@](CC)(C(=O)OC)[C@H]2C(=O)N(Cc3ccccc3)C(=O)[C@@H]12)S(=O)(=O)c1ccc(C(F)(F)F)cc1	i	0.7

The listing picks up; the two compounds before the break are reprinted first.
SMILES	Myeloid diff MLP	Myeloid diff MLP GFP+ MAC1+ %
COc1cccc(CC(=O)OCC(=O)NC(C)c2ccc(F)cc2)c1 (configuration not stated)	i	1.2
CCOc1ccc(NC(=O)CN(C)C(=O)c2c(C)noc2C)cc1OCC	i	0.2
CC1=C(C(=O)N2CCCCCC2)CC(CC(=O)NCCCN(C)C)C(=O)N1Cc1ccc(F)cc1 (configuration not stated)	i	1.0
COc1ccc2c(c1)OC[C@H]1[C@H]2N2C(=O)c3ccccc3NC(=O)[C@@]2(C)[C@H]1c1ccccc1	i	1.1
COc1ccc(OC)c(NC(=O)CSc2nc3[nH]c(=O)cc(O)c3s2)c1	i	0.9
OCC[C@H]1C[C@@H](O)[C@H](O)[C@]2(CCc3ccccc3CO2)O1	i	0.7
CN(CC(=O)Nc1ccc(F)c(F)c1F)C(=O)CC1CCCCC1	i	1.5
CC(=O)c1ccsc1-c1c(C)cc2oc(=O)cc(-c3ccccc3)c2c1C	i	0.4
COc1ccc(CCNC(=O)c2ccc(CSc3ccc(Cl)cc3)o2)cc1OC	i	1.0
Cc1ccc(CNC(=O)Cn2cnc3c(OCc4ccccc4)ncnc32)o1	i	0.3
Cc1ccc(NC(=O)c2ccc(=O)[nH]n2)cc1S(=O)(=O)Nc1ccccc1Cl	i	0.7
CCC(C)(C)C1CCC2(CC1)NC(=O)N(CC(=O)N1CCN(c3ccccc3OC)CC1)C2=O (configuration not stated)	i	0.2
COc1ccc(CC(N)c2csc(Nc3ncccn3)n2)cc1 (configuration not stated)	i	1.3
